Compound activity from PubChem BioAssay.
WRN inhibitor – inhibitors of human WRN helicase; Q14191; WRN helicase unwinding, fluorescent forked duplex, kinetic; Potency, µM (titrated, usually from 114 µM), for inactives: at the top dose activity change, negative = inhibition, hits mostly inhibitors; 0.46% of 360,000 active; further: potency means the concentration at half of the fitted maximal effect; on the % scale 0 is the no-effect control and ±100 the full control effect; nearly all actives have a fitted effect of over 55% in size
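WRN at 20 nM final preincubated with compound 15 min at room temperature; reaction started with 100 nM fluorophore/quencher forked duplex oligonucleotide and 2 mM ATP final. Unwinding followed kinetically by red fluorescence (ex 525, em 598 nm).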
CCT modulator – modulators of cytosolic chaperonin (CCT/TRiC) activity. purified chaperonin ATPase assay, HTRF ADP detection, 30 min. activity change, % (no concentration beside the values), hits read low. 0.3% of 360,000 active. AID 651819; in the data active means activity change below about -30%; further: on the % scale 0 is the no-effect control and ±100 the full control effect
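We incubate TRiC, 40 or 20 nM final, with library compounds at 76 uM and 10 uM ATP for 30 min at 37 °C. ADP formed is detected with Transcreener HTRF reagents after 30 min at room temperature.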
Mm-Cpn inhibitor – blocks the Methanococcus maripaludis chaperonin Mm-Cpn; 0.031% of 330,000 active; Potency, µM (highest dose often 76.9 µM), for inactives: at the top dose activity, negative = inhibition, hits mostly inhibitors; purified Mm-Cpn ATPase, ADP Transcreener TR-FRET; AID 504842; further: potency means the concentration at half of the fitted maximal effect; on the % scale 0 is the no-effect control and ±100 the full control effect; nearly all actives have a fitted effect of over 80% in size
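ATPase turnover read by TR-FRET ADP competition (Eu cryptate antibody/ADP-d2, 665/590 nm): 10uM ATP final, 25nM Mm-CPN final, 30 min 37degC after 10-min compound preincubation, pH 7.4 Tris/KCl/MgCl2/DTT buffer.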
PLK1 PBD inh – blocks phosphopeptide binding to human PLK1 polo-box domain; Plk1 PBD binding of FITC phosphopeptide, fluorescence polarization; P53350; Potency, µM, for the others: max response, negative = inhibition, hits mostly inhibitors; 2.8% of 360,000 active; further: potency means the concentration at half of the fitted maximal effect; series mostly up to about 57 µM; on the % scale 0 is the no-effect control and ±100 the full control effect; nearly all actives have a fitted effect of over 65% in size
EPAC1 antagonist – EPAC1 (human) antagonism; O95398; EPAC1 GEF assay, Rap1b-BODIPY-GDP exchange fluorescence; Potency, µM (series often up to 115 µM), inactives show top-dose activity change, negative = inhibition, most hits filed as inhibitors; 0.14% of 360,000 active;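 further: potency means the concentration at half of the fitted maximal effect; plate controls were vehicle for no effect and positive control for full effect; nearly all actives have a fitted effect of over 50% in size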
EPAC1 agonist – EPAC1 (human) agonism; 0.073% of 360,000 active; O95398; EPAC1 agonist qHTS, biochemical assay; response scale: 100% = response to 6.5 mM cAMP; Potency, µM (doses to about 154 µM), for the others: at the top dose activation, hits mostly activators; further: potency means the concentration at half of the fitted maximal effect; nearly all actives have a fitted effect of over 60% in size
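Normalized to 6.5 mM cAMP, activity reflects EPAC1-catalysed release of BODIPY-GDP from Rap1B, followed kinetically over 30 min at 480 nm excitation, 540 nm emission. Reaction contained 100 nM EPAC1, 250 nM Rap1B-BODIPY-GDP, 50 uM GDP.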
EPAC2 antagonist – blocks human EPAC2 exchange factor; Q8WZA2; 0.18% of 360,000 active; Potency, µM (doses to about 114 µM), for inactives: at the highest dose activity, negative = inhibition, most hits filed as inhibitors; EPAC2 GEF exchange of Rap1B-BODIPY-GDP, fluorescence; further: potency means the concentration at half of the fitted maximal effect; on the % scale 0 is the no-effect control and ±100 the full control effect; nearly all actives have a fitted effect of over 45% in size; many of its hits are not listed in these tables
PI5P4K alpha inh – PI5P4K alpha (human) kinase inhibition; 1.2% of 330,000 active; P48426; PI5P4Kalpha enzyme, ADP-Glo luminescence, 60 min; active compounds read low; AID 652105; max response, %; active means max response of -50% or lower; inconclusive means between -30% and -50%; inactive means -30% or higher; further: value at the top dose of about 77 µM; on the % scale 0 is the no-effect control and ±100 the full control effect
Target sequence (P48426 whole entry, looked up): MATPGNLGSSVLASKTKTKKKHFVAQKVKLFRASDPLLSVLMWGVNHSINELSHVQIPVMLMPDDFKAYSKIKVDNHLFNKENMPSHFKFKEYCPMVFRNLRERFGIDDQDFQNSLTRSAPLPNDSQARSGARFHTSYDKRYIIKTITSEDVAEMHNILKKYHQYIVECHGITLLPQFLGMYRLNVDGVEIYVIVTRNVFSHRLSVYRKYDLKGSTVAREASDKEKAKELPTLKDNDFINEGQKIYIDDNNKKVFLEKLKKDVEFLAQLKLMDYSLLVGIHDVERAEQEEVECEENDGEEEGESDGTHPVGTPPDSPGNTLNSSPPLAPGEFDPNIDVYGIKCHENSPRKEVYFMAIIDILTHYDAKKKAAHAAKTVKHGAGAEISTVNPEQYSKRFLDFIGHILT
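qHTS, 1536-well: enzyme/substrate mix, compound by pin tool, 5 microM ATP final; RT 60 min; ADP-Glo reagents 1 (45 min) then 2 (30 min); luminescence.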
The depositor's hits bear a star; ? = inconclusive; · = no result given; [ ] = remark or other dose. Unless noted, the call rests on the fitted dose curve; in most records, active means well fitted curve in the direction sought with a large enough effect; inconclusive means small, poorly fitted or top-dose-only effect, or another doubt; inactive means no such curve, though single readings can be large; an effect the other way counts as inactive or inconclusive. The list is partial (hit frequency here may not be typical).

SMILES	WRN inhibitor	CCT modulator	Mm-Cpn inhibitor	PLK1 PBD inh	EPAC1 antagonist	EPAC1 agonist	EPAC2 antagonist	PI5P4K alpha inh
COc1cc(N2C(=O)C=CC2=O)c(OC)cc1Cl	1%	-0.6	2%	3µM*	-7%	-5%	-7%	-25
COc1ccc2[nH]c(C(=O)NCCc3ccccc3)cc2c1	-1%	-1.6	-22%	-14%	5%	7%	-6%	-15
Cc1nc(SCC(=O)NCc2ccco2)[nH]c(=O)c1C	-17%[57.1 µM]	1.3	1%	-20%	7%	14%	-3%	·
COc1c(OC(C)=O)ccc(/C=C/c2ccc3ccccc3n2)c1[N+](=O)[O-]	-23%	-0.1	0%	-9%	7%	14%	6%	·
OCC[C@@H]1C[C@@H](O)[C@H](O)[C@@]2(CCc3ccccc3O2)O1	1%	-0.3	-6%	-1%	8%	9%	-7%	0
O=C(c1cc(-c2ccc(Br)cc2)nc2ccccc12)N1CCC1	-32%	-1.0	-10%	-22%	?	-3%	-6%	-5
CC(C)(C)NC(=O)NC(=O)CN1C(=O)NC(C)(c2ccccc2)C1=O (centres undefined)	-17%	1.3	-1%	0%	-9%	-8%	1%	5
CC1=CC(c2ccccc2)n2nc(N)nc2N1 (centres undefined)	1%	-87*	·	-1%	-13%	14%	18%	-4
COc1ccc(CN(CC2CCC(C(=O)O)CC2)C(=S)Nc2cccc(C)c2)cc1 (centres undefined)	3%	3.6	4%	-26%	-3%	-3%	13%	-7
CC(=O)c1cccc(NC(=O)NCCS(C)=O)c1 (centres undefined)	5%	0.5	-1%	-7%	12%	-3%	11%	·
COc1ccc(NC(=O)CSCC(=O)Nc2cc(Cl)ccc2N2CCCC2)cc1	-9%	0.8	-1%	-9%	0%	15%	-10%	-3
CCS(=O)(=O)N1CCCC(C(=O)NC2CCCCC2C)C1 (centres undefined)	-2%	-2.1	1%	-5%	-4%	3%	-1%	-4
CCCCN(C)CCN1C(=O)C2C(C(=O)Nc3ccc(Cl)cc3)C3C=CC2(O3)C1C(=O)NC1CCCCC1 (centres undefined)	6%	-2.9	0%	-8%	12%	6%	1%	3
CC(=O)Nc1ccccc1-c1nc2ccc(C(=O)N3CCN(c4cc(C)ccc4C)CC3)cc2[nH]c1=O	1%	-0.6	-1%	3%	6%	-7%	-16%	?
COc1ccc(-c2nnn(CC(=O)N(Cc3cccs3)C(C)C(=O)NC3CCCC3)n2)cc1OC (centres undefined)	0%	0.2	0%	0%	0%	7%	-5%	·
O=C(Nc1cc(S(=O)(=O)N2CCCCC2)ccc1N1CCCCC1)c1ccncc1	-1%	0.4	1%	-8%	-20%	7%	0%	-1
COC(=O)c1ccc(CO/N=C(\NC(C)=O)c2nonc2NC(C)=O)cc1	7%	-3.1	2%	-4%	-14%	2%	6%	-4
Cc1csc(NC(=O)c2ccc(OCC3CCCO3)cc2)n1 (centres undefined)	-13%	0.0	2%	4%	3%	1%	7%	-13
O=C(Cc1ccc2ccccc2c1)Nc1ccccc1Br	-13%	-4.2	-1%	-4%	0%	0%	6%	-5
Cc1ccc(C)c(N(CC(=O)Nc2ccc(-c3nc4ccc(C)cc4s3)cc2)S(C)(=O)=O)c1	-21%	0.1	-11%	6%	-26%	-3%	-3%	4
O=C(COC(=O)C12CC3CC(CC(O)(C3)C1)C2)Nc1ccc(Cl)cc1F	-1%	0.2	1%	-4%	7%	-17%	-2%	5
O=C(NCCCc1ccccc1)c1cccc(NC(=O)C2CCC2)c1	-3%	-1.4	·	3%	-5%	-2%	-2%	5
CN(CC(=O)Nc1ccc(F)cc1)C(=O)COc1ncnc2ccccc12	-1%	0.0	2%	8%	8%	-7%	0%	-1
O=C(c1ccc(S(=O)(=O)Nc2ccccc2)cc1)N1CCCC(C(F)(F)F)C1 (centres undefined)	-6%	0.7	1%	-15%	-12%	-16%	-24%	0
COc1ccc(N2CCN(C(=O)C3Cc4ccccc4CN3C(=O)c3ccco3)CC2)cc1 (centres undefined)	-14%	0.3	?	10%	7%	2%	8%	3
COC(=O)C1(C)NC(c2cccc(C)c2)C2C(=O)N(c3ccccc3)C(=O)C21 (centres undefined)	6%	-1.8	·	-12%	21%	7%	0%	7
COc1ccccc1C1=Nn2c(nnc2C2CCCCC2)SC1	8%	-1.4	0%	-23%	3%	6%	6%	0
NC(=O)C1CCN(C(=O)c2cn(-c3ccccc3)nc2-c2cccnc2)CC1	-8%	-3.4	-1%	-10%	-8%	-4%	-11%	3
Cc1cc(NS(=O)(=O)c2ccc(NC(=O)c3cc(-c4ccccc4Cl)nc4ccccc34)cc2)no1	-19%	0.8	0%	67µM*	-22%	0%	-5%	-4
COc1ccc(C(C)=O)cc1CON=C1CSCc2ccccc21	7%	0.3	·	?	2%	2%	-21%	?
CCCn1c(C)cc(/C=C(\C#N)C(=O)OCC(=O)NC(=O)NCC)c1C	-23%[57.1 µM]	-0.9	-1%	-6%	1%	-16%	4%	-16
CCCN(CCC)S(=O)(=O)c1cccc(C(=O)N=c2sccn2C)c1	-18%	2.2	-17%	0%	-1%	-5%	-15%	2
COc1ccc(OC)c(NC(=O)C(C)Oc2ccc(Br)cc2)c1 (centres undefined)	-4%	1.1	-2%	-10%	-4%	2%	13µM*	0
Cc1ccc(NC(=O)CN(C)C(=O)/C=C/c2cccc(F)c2)cc1	6%	0.3	3%	0%	5%	-5%	11%	1
COc1ccc(C(=O)CCC(=O)Nc2ccc(Cl)cc2)cc1	10%	-0.6	1%	5%	4%	-3%	-3%	0
O=C(c1cnc2n(c1=O)CCS2)N(C1CCCCC1)C1CCCCC1	9%	-0.7	0%	-5%	7%	-2%	-1%	13
C/C(CC(=O)Nc1ccc2c(c1)OCCO2)=N\NC(=O)c1ccc([N+](=O)[O-])cc1Cl	-6%	-2.9	0%	-6%	5%	8%	-11%	5
Cc1ccc(C)c(N2CCN(C(=O)CCCn3c(=O)c4cccn4c4cccnc43)CC2)c1	-3%	-0.8	1%	-11%	4%	22%	?	-5
COc1ccc(F)cc1S(=O)(=O)NCCN1CCOCC1	4%	-1.4	1%	-4%	1%	3%	21%	3
CC(C)(C)c1ccc(Cn2nc(CC(=O)O)c3ccccc3c2=O)cc1	1%	-2.4	-2%	-17%	-30%	4%	-23%	0
CCCNC(=O)CS(=O)(=O)Cc1nc(-c2cccc(OC)c2)oc1C	-6%	1.4	1%	-12%	-1%	1%	-10%	3
C=C(C)Cn1c2ccc(NC(=O)NCCc3ccccc3)cc2c(=O)n1C	-5%	-4.7	·	?	-6%	-3%	0%	-8

Arranged by length of the SMILES (smallest number first): part of the list above
SMILES	WRN inhibitor	CCT modulator	Mm-Cpn inhibitor	PLK1 PBD inh	EPAC1 antagonist	EPAC1 agonist	EPAC2 antagonist	PI5P4K alpha inh
COc1ccc(F)cc1S(=O)(=O)NCCN1CCOCC1	4%	-1.4	1%	-4%	1%	3%	21%	3
COc1ccccc1C1=Nn2c(nnc2C2CCCCC2)SC1	8%	-1.4	0%	-23%	3%	6%	6%	0
COc1ccc(C(C)=O)cc1CON=C1CSCc2ccccc21	7%	0.3	·	?	2%	2%	-21%	?
COc1ccc(C(=O)CCC(=O)Nc2ccc(Cl)cc2)cc1	10%	-0.6	1%	5%	4%	-3%	-3%	0
COc1ccc(OC)c(NC(=O)C(C)Oc2ccc(Br)cc2)c1 (centres undefined)	-4%	1.1	-2%	-10%	-4%	2%	13µM*	0
O=C(c1cnc2n(c1=O)CCS2)N(C1CCCCC1)C1CCCCC1	9%	-0.7	0%	-5%	7%	-2%	-1%	13
CCCN(CCC)S(=O)(=O)c1cccc(C(=O)N=c2sccn2C)c1	-18%	2.2	-17%	0%	-1%	-5%	-15%	2
CC(C)(C)c1ccc(Cn2nc(CC(=O)O)c3ccccc3c2=O)cc1	1%	-2.4	-2%	-17%	-30%	4%	-23%	0
CCCn1c(C)cc(/C=C(\C#N)C(=O)OCC(=O)NC(=O)NCC)c1C	-23%[57.1 µM]	-0.9	-1%	-6%	1%	-16%	4%	-16
NC(=O)C1CCN(C(=O)c2cn(-c3ccccc3)nc2-c2cccnc2)CC1	-8%	-3.4	-1%	-10%	-8%	-4%	-11%	3
COc1ccc(N2CCN(C(=O)C3Cc4ccccc4CN3C(=O)c3ccco3)CC2)cc1 (centres undefined)	-14%	0.3	?	10%	7%	2%	8%	3
Cc1ccc(C)c(N2CCN(C(=O)CCCn3c(=O)c4cccn4c4cccnc43)CC2)c1	-3%	-0.8	1%	-11%	4%	22%	?	-5
C/C(CC(=O)Nc1ccc2c(c1)OCCO2)=N\NC(=O)c1ccc([N+](=O)[O-])cc1Cl	-6%	-2.9	0%	-6%	5%	8%	-11%	5
Cc1cc(NS(=O)(=O)c2ccc(NC(=O)c3cc(-c4ccccc4Cl)nc4ccccc34)cc2)no1	-19%	0.8	0%	67µM*	-22%	0%	-5%	-4
